From PubChem BioAssay
PRC2 inh – inhibitors of human EZH2/PRC2 methyltransferase; Q15910; PRC2 H3K27 methylation, DELFIA TRF, 1 h; inhibition, % at 12.5 µM; 0.35% of 57,000 active;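 active means mean inhibition of replicates at least 50% and every single replicate also reaching 50%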;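 further: dimethyl H3K27 on biotinylated H3 21-44 peptide detected by antibody; plate controls were median neutral control wells for no effect and median positive control wells for full effect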
IDH1 mut inh – blocks human IDH1 R132H reductase activity; 0.18% of 70,000 active; inhibition, % at 10 µM; diaphorase/resazurin fluorescence, 60 min; in the data active means inhibition above about 34%;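 further: 0% = DMSO and 100% = no enzyme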
Target sequence (O75874 whole entry R132H): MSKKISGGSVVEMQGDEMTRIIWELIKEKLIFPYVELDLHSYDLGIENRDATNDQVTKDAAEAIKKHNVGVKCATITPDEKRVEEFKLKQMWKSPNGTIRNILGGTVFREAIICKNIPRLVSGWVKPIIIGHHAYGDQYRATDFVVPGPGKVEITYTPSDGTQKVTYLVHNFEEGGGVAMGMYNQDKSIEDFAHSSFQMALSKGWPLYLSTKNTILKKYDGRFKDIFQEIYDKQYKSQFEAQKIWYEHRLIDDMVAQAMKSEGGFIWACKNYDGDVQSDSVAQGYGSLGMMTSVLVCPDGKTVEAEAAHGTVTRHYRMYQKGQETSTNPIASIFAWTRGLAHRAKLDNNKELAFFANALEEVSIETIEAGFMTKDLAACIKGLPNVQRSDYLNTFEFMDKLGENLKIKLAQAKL
An asterisk follows results filed as active; . = no result given.

SMILES	PRC2 inh	IDH1 mut inh
COc1cccc(NC(=O)N(C)C[C@@H]2Oc3ncc(C#Cc4ccc(F)cc4)cc3C(=O)N([C@@H](C)CO)C[C@@H]2C)c1	-21	-3.1
C[C@@H]1CN([C@@H](C)CO)C(=O)c2cc(NC(=O)C3CC3)ccc2O[C@@H]1CN(C)Cc1ccc(C(=O)Nc2ccccc2N)cc1	2	-0.1
C[C@@H]1CCCCO[C@@H](CN(C)C(=O)c2ccccc2)[C@H](C)CN([C@@H](C)CO)C(=O)c2cc(NC(=O)Nc3ccc(F)cc3)ccc2O1	.	0.6
CC(C)NC(=O)N[C@H]1CC[C@@H](CCNS(=O)(=O)Cc2ccccc2)O[C@@H]1CO	-4	-0.6
CNC[C@@H]1OCCCC[C@H](C)Oc2ccc(NC(=O)Nc3ccccc3)cc2C(=O)N([C@@H](C)CO)C[C@@H]1C	-4	.
Cc1ccc(S(=O)(=O)N[C@@H]2C=C[C@@H](CC(=O)N3CCN(c4ccccc4)CC3)O[C@H]2CO)cc1	3	0.2
COC(=O)c1c(C)[nH]c(C(=O)CSc2nnc3cc(C)c4ccccc4n23)c1C	-3	4.8
C[C@@H]1CN([C@H](C)CO)C(=O)c2cc(NC(=O)CCCN(C)C)ccc2O[C@H]1CN(C)C(=O)NC1CCCCC1	6	-7.8
O=C(C[C@@H]1C=C[C@@H](NC(=O)Nc2cc(F)ccc2F)[C@@H](CO)O1)NCc1ccncn1	1	-0.1
C[C@@H]1CN([C@@H](C)CO)C(=O)c2cc(NS(=O)(=O)c3cccs3)ccc2O[C@@H](C)CCCCO[C@H]1CN(C)C	.	0.7
O=C(COc1ccccc1Cl)Nc1cccc(-c2nc3ncccc3o2)c1	11	0.4
C[C@@H]1CN([C@@H](C)CO)C(=O)c2cc(-c3ccc(C(=O)N(C)C)cc3)cnc2O[C@@H]1CN(C)C(=O)CN(C)C	.	-0.4
CCOC(=O)c1cc(-c2ccccc2)sc1NC(=S)Nc1cnccn1	-6	-0.2
CO[C@@H]1CN(C)C(=O)c2cc(NC(=O)Nc3ccc(Cl)cc3)ccc2OC[C@@H](C)N(C(=O)Nc2c(C)noc2C)C[C@@H]1C	-14	.
CO[C@@H]1CN(C)C(=O)c2cc(NC(=O)c3cc(C)on3)ccc2OC[C@@H](C)N(C(=O)C2CCC2)C[C@H]1C	-8	0.0
CCCC(O)C#Cc1cnc2c(c1)C(=O)N([C@H](C)CO)C[C@H](C)[C@H](CN(C)Cc1ccncc1)O2 (some centres undefined)	.	4.3
C[C@@H]1CN([C@H](C)CO)C(=O)c2cc(NS(=O)(=O)c3ccc(F)cc3)ccc2O[C@H]1CN(C)Cc1ccc(-c2ccccc2)cc1	.	-2.7
C[C@H]1CCCCO[C@@H](CN(C)C(=O)C2CCCCC2)[C@@H](C)CN([C@@H](C)CO)C(=O)c2cc(NC(=O)c3ccccc3)ccc2O1	.	-1.6
C[C@H](CO)N1C[C@H](C)[C@H](CN(C)C(=O)Nc2ccc(C(F)(F)F)cc2)Oc2ccc(NS(=O)(=O)c3cccs3)cc2C1=O	.	0.1
COC(=O)c1ccc(Cl)c(NC(=O)C(C)N(c2ccc(C)cc2)S(C)(=O)=O)c1 (centres undefined)	-19	-0.7
C[C@@H]1CN([C@H](C)CO)C(=O)c2cccc(NC(=O)CCCCCC(=O)Nc3ccccc3N)c2O[C@@H]1CN(C)S(=O)(=O)c1ccc(Cl)cc1	-8	-0.5
CC(C)NC(=O)N(C)C[C@H]1OCc2cnnn2CCCC(=O)N([C@H](C)CO)C[C@@H]1C	-2	0.3
C[C@@H]1CN([C@@H](C)CO)C(=O)c2cc(NC(=O)c3ccccc3)ccc2O[C@@H](C)CCCCO[C@@H]1CN(C)C(=O)CCC(F)(F)F	.	0.0
C[C@@H]1CN([C@H](C)CO)C(=O)Cc2cc(NC(=O)CCN3CCOCC3)ccc2O[C@H]1CN(C)CC1CC1	-6	1.8
C[C@@H]1CN([C@@H](C)CO)C(=O)c2cc(NC(=O)CCCCCC(=O)Nc3ccccc3N)ccc2O[C@@H]1CN(C)S(=O)(=O)c1cn(C)cn1	-7	.
CCCN1C[C@@H](C)[C@@H](OC)CN(C)C(=O)c2cc(NC(=O)C3CCOCC3)ccc2OC[C@H]1C	4	-0.1
CCCNC(=O)Nc1ccc2c(c1)C(=O)N(C)C[C@H](OC)[C@@H](C)CN(C(=O)C1CC1)[C@@H](C)CO2	2	0.5
C[C@@H]1CCCCO[C@@H](CN(C)Cc2ccncc2)[C@H](C)CN([C@H](C)CO)C(=O)c2cc(NC(=O)Cc3ccccc3)ccc2O1	-4	13
CO[C@H]1CN(C)C(=O)c2cc(NC(=O)NC3CCCCC3)ccc2OC[C@@H](C)N(CC2CC2)C[C@@H]1C	0	0.0
CC(C)NC(=O)N(C)C[C@H]1Oc2ccc(NC(=O)C3CC3)cc2CC(=O)N([C@H](C)CO)C[C@H]1C	6	.
Cc1cc(C(=O)Nc2cccc3c2O[C@H](CN(C)Cc2ccncc2)[C@H](C)CN([C@H](C)CO)C3=O)n(C)n1	-1	2.0
CC(=O)Oc1ccccc1C(=O)Oc1ccccc1C(=O)O	7	-0.3
CN1CCN(C(=O)C[C@@H]2CC[C@@H](NC(=O)Nc3ccccc3F)[C@@H](CO)O2)CC1	9	0.0
C[C@H](CO)N1C[C@H](C)[C@H](CN(C)Cc2ccc(-c3ccccc3)cc2)Oc2c(NC(=O)Nc3ccc(C(F)(F)F)cc3)cccc2C1=O	.	1.0
NC(N)=NC(=O)c1nc(Cl)c(N)nc1N	.	-0.7
COCCOC(=O)N1C(=O)[C@@]2(c3cc(C#CCCO)ccc31)[C@H](C(=O)NC[C@H](O)c1ccccc1)[C@H]1C(=O)O[C@H](c3ccccc3)[C@H](c3ccccc3)N1[C@@H]2c1ccccc1OCCO	-26	.
CC(C)NC(=O)Nc1cccc2c1O[C@@H](CN(C)Cc1ccc(C(F)(F)F)cc1)[C@@H](C)CN([C@H](C)CO)C2=O	.	1.0
CC1(C)CC(=O)C2=C(C1)N(CCc1ccccc1)C(=O)C2(NC(=O)c1cccnc1)C(F)(F)F (centres undefined)	-22	0.1
C[C@@H]1CN([C@H](C)CO)C(=O)Cc2cc(NC(=O)CCN3CCOCC3)ccc2O[C@@H]1CN(C)Cc1ccc(-c2ccccc2)cc1	.	-0.4
O=C(O)C[C@@H]1C[C@H]2c3cc(NC(=O)C4CCOCC4)ccc3O[C@H]2[C@H](CO)O1	2	-0.1

Among those listed so far, 2 have a COOH group.
SMILES	PRC2 inh	IDH1 mut inh
CC(=O)Oc1ccccc1C(=O)Oc1ccccc1C(=O)O	7	-0.3
O=C(O)C[C@@H]1C[C@H]2c3cc(NC(=O)C4CCOCC4)ccc3O[C@H]2[C@H](CO)O1	2	-0.1

Additional results follow.
SMILES	PRC2 inh	IDH1 mut inh
COc1ccc(S(=O)(=O)N(C)CC(=O)Nc2cccc(SC)c2)cc1Cl	-5	0.0
CO[C@@H]1CN(C)C(=O)c2cc(NC(C)=O)ccc2OC[C@H](C)N(Cc2ccccn2)C[C@@H]1C	-14	0.0
O=C(N/N=C/c1ccc2ccccc2c1)c1ccccc1O	-2	0.0
CNC[C@H]1OCCCC[C@@H](C)Oc2ccc(NC(=O)Nc3ccc(C(F)(F)F)cc3)cc2C(=O)N([C@H](C)CO)C[C@@H]1C	-11	.
C[C@@H]1CN([C@@H](C)CO)C(=O)c2cc(NC(=O)c3ccncc3)ccc2O[C@@H](C)CCCCO[C@H]1CN(C)C(=O)Nc1ccccc1	.	0.9
CO[C@H]1CN(C)C(=O)c2cc(NC(=O)C3CCOCC3)ccc2OC[C@H](C)N(C)C[C@@H]1C	-8	-0.2
CC(C)CC#Cc1cnc2c(c1)C(=O)N([C@@H](C)CO)C[C@@H](C)[C@@H](CN(C)S(=O)(=O)c1cccs1)O2	.	-0.3
C[C@@H]1CN([C@@H](C)CO)C(=O)c2cc(NC(=O)Nc3ccccc3)ccc2O[C@H]1CN(C)CC1CCCCC1	.	3.6
CC(C)[C@@H](C)NC(=O)N(C)C[C@@H]1OCc2ccccc2-c2c(n(C)c3ccccc23)C(=O)N([C@@H](C)CO)C[C@@H]1C	-32	0.1
C[C@H](CO)N1C[C@H](C)[C@@H](CN(C)S(C)(=O)=O)Oc2ncc(C#CC3CC3)cc2C1=O	-5	.
CNC[C@H]1Oc2cc(C#Cc3cccc(F)c3)ccc2S(=O)(=O)N([C@H](C)CO)C[C@@H]1C	-12	1.2
Cc1ccc(N(CC(=O)Nc2ccc(F)cc2)S(C)(=O)=O)cc1	-5	-0.3
C[C@H]1CN([C@@H](C)CO)C(=O)c2cccc(NC(=O)C3CCOCC3)c2O[C@H]1CN(C)Cc1ccc(Cl)c(Cl)c1	6	2.4
C[C@H](CO)N1C[C@H](C)[C@@H](CN(C)C)Oc2ccc(NC(=O)Cc3cn(C)c4ccccc34)cc2C1=O	.	-1.8
COc1ccc2[nH]c(=O)c(CN(C)C(=O)c3cccc(Cl)c3)cc2c1	13	0.4
O=C(NCC[C@H]1CC[C@H](NS(=O)(=O)c2ccccc2)[C@H](CO)O1)c1ccccc1F	6	-0.3
CO[C@@H]1CN(C)C(=O)c2cc(NC(=O)c3nc4ccccc4s3)ccc2OC[C@@H](C)N(Cc2ccccc2)C[C@H]1C	-9	0.0
CO[C@H]1CC[C@@H]2CCOc3c(C#N)cccc3C(=O)N(C)C[C@@H](C)C(=O)N(C)C[C@@H]1O2	7	0.0
C[C@@H]1CN([C@H](C)CO)C(=O)c2cc(NC(=O)CCC(F)(F)F)ccc2O[C@H]1CN(C)S(=O)(=O)c1ccccc1	17	.
C[C@@H]1CN([C@@H](C)CO)S(=O)(=O)c2ccc(-c3ccc(F)cc3)cc2O[C@H]1CN(C)C(=O)C1CCOCC1	1	.

Ordered by number of heavy atoms (lowest first): some entries from above
SMILES	PRC2 inh	IDH1 mut inh
O=C(N/N=C/c1ccc2ccccc2c1)c1ccccc1O	-2	0.0
CO[C@H]1CN(C)C(=O)c2cc(NC(=O)C3CCOCC3)ccc2OC[C@H](C)N(C)C[C@@H]1C	-8	-0.2
C[C@H](CO)N1C[C@H](C)[C@@H](CN(C)C)Oc2ccc(NC(=O)Cc3cn(C)c4ccccc34)cc2C1=O	.	-1.8
C[C@@H]1CN([C@@H](C)CO)S(=O)(=O)c2ccc(-c3ccc(F)cc3)cc2O[C@H]1CN(C)C(=O)C1CCOCC1	1	.
C[C@@H]1CN([C@@H](C)CO)C(=O)c2cc(NC(=O)Nc3ccccc3)ccc2O[C@H]1CN(C)CC1CCCCC1	.	3.6
CNC[C@H]1OCCCC[C@@H](C)Oc2ccc(NC(=O)Nc3ccc(C(F)(F)F)cc3)cc2C(=O)N([C@H](C)CO)C[C@@H]1C	-11	.
C[C@@H]1CN([C@@H](C)CO)C(=O)c2cc(NC(=O)c3ccncc3)ccc2O[C@@H](C)CCCCO[C@H]1CN(C)C(=O)Nc1ccccc1	.	0.9

Later entries.
SMILES	PRC2 inh	IDH1 mut inh
C[C@@H]1CN([C@@H](C)CO)C(=O)c2cccc(NC(=O)Nc3ccc(C(F)(F)F)cc3)c2O[C@H]1CN(C)S(=O)(=O)c1ccc(F)cc1	.	1.6
CN(C)CC(=O)Nc1ccc2c(c1)[C@@H]1C[C@@H](CC(=O)N3CCN(C)CC3)O[C@@H](CO)[C@@H]1O2	-3	-0.3
C[C@H]1CN([C@@H](C)CO)C(=O)c2cccc(NC(=O)c3cnccn3)c2O[C@H]1CN(C)CC1CC1	.	1.2
O=C(C[C@H]1C=C[C@H](NC(=O)c2ccccc2)[C@@H](CO)O1)NCc1ccncn1	2	0.2
CC(Sc1nc2ccccc2[nH]1)C(=O)Nc1ccc(S(N)(=O)=O)cc1 (centres undefined)	-8	-0.2
C[C@H](O)C#Cc1cnc2c(c1)C(=O)N([C@H](C)CO)C[C@@H](C)[C@H](CN(C)CC1CCOCC1)O2	5	-2.2
CO[C@H]1CN(C)C(=O)c2ccc(NS(C)(=O)=O)cc2OC[C@H](C)N(C(=O)c2ccc3c(c2)OCO3)C[C@@H]1C	1	.
COc1ccc(NC(=O)N(C)C[C@@H]2Oc3c(NS(=O)(=O)c4ccc(Cl)cc4)cccc3C(=O)N([C@@H](C)CO)C[C@@H]2C)cc1	.	-0.5
CCCNC(=O)N[C@@H]1CC[C@@H](CCn2cc(C3CC3)nn2)O[C@H]1CO	11	0.1
Cc1noc(C)c1S(=O)(=O)Nc1ccc2c(c1)C(=O)N([C@H](C)CO)C[C@H](C)[C@H](CN(C)Cc1ccncc1)O2	.	5.3
Cc1noc(C)c1NC(=O)Nc1ccc2c(c1)C(=O)N([C@H](C)CO)C[C@H](C)[C@H](CN(C)S(=O)(=O)c1ccccc1)OCCCC[C@@H](C)O2	.	-1.0
C[C@@H]1CN([C@H](C)CO)C(=O)Cc2cc(NC(=O)CCN3CCOCC3)ccc2O[C@@H]1CN(C)CC1CC1	1	1.0
C[C@H](CO)N1C[C@H](C)[C@H](CN(C)C(=O)c2ccc3c(c2)OCO3)Oc2cc(-c3cncnc3)ccc2S1(=O)=O	-7	0.9
CC(C)NC(=O)N(C)C[C@H]1Oc2ccc(NC(=O)Nc3ccc(F)cc3)cc2CC(=O)N([C@H](C)CO)C[C@@H]1C	-14	0.3
C[C@@H]1CN([C@@H](C)CO)C(=O)c2cc(NC(=O)Cc3ccccc3)ccc2O[C@H]1CN(C)Cc1ccc(-c2ccccc2)cc1	.	2.1
C[C@@H]1CN([C@@H](C)CO)C(=O)c2cccc(NC(=O)Nc3ccc(F)cc3)c2O[C@@H]1CN(C)C(=O)Nc1cccc2ccccc12	.	-0.3
CCCCCCC[C@@H](O)CC(=O)CCc1ccc(O)c(OC)c1	.	-0.5
CO[C@H]1CN(C)C(=O)c2ccc(NS(C)(=O)=O)cc2OC[C@H](C)N(C(=O)C2CC2)C[C@@H]1C	-1	0.1
O=C(C[C@@H]1C=C[C@@H](NC(=O)C2CCOCC2)[C@H](CO)O1)NCc1ccncc1	0	0.3
COc1ccc(S(=O)(=O)Nc2ccc3c(c2)C(=O)N([C@H](C)CO)C[C@H](C)[C@H](CN(C)C(=O)Nc2ccccc2)OCCCC[C@@H](C)O3)cc1	.	-3.0

An excerpt; count on the stated rates, not on these rows.
